# E coli WT inh: blocks growth of wild type E. coli BW25113. E. coli BW25113 growth inhibition, OD600. inhibition, % at 10 µM. 20,000 tested, 0.05% active; in the data active means inhibition above about 40%;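 further: bacteria exposed to compound for 20 hours at 37 °C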
#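 assay system = bacterial strain in a whole-cell growth screen | quantity = inoculum from a 1:1000 dilution of a 1.5 h subculture | buffer or medium = LB broth with 50 µg/mL kanamycin | compound dosing = one dose, 10 µM final | schedule = compound exposure of 20 h at 37 °C | technique = absorbance at 615 nm as a measure of bacterial growth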
# * = called active by the depositor. Some of the compounds tested, so the mix of outcomes need not match the whole.
canonical_smiles	E coli WT inh
CCOC(=O)N1CCC(NC(=O)C2CCC(Cn3c(=O)[nH]c4ccccc4c3=O)CC2)CC1 (stereo not drawn)	4
Cc1csc(SCC(=O)Nc2ccccn2)n1	-17
Cc1csc(NC(=O)CSc2nnc(-c3ccncc3)o2)n1	-22
C(=N/n1c2ccccc2c2ccccc21)/c1ccco1	2
Cc1ccc(Nc2nc(N)nc(CN3CCCCCC3)n2)c(C)c1	-15
CCCC1=C(C(=O)OCC)C(c2cc(Cl)cc(OC)c2OCC(=O)OCC)NC(=O)N1 (stereo not drawn)	-16
CCOC(=O)c1cnc2c(C(=O)OC)cccc2c1NCc1ccco1	-26
N#C/C(C(=O)c1ccccc1)=C1/SC=C(N)N1c1ccccc1	-22
CCOc1ncccc1C(=O)OCC(=O)N1CC(=O)Nc2ccccc21	5
C=C(C)COc1ccc(-c2nc(N)ncc2-c2ccc(OC)cc2)c(O)c1	-1
O=S(=O)(Cc1ccc(Cl)cc1)Nc1ccc2c(c1)OCO2	-10
CC(NC(=O)C1CC2CCCC(C1)C2=O)c1ccccc1 (stereo not drawn)	-15
Cc1ccccc1Cn1ccc(NC(=O)c2nc3ncccn3n2)n1	-5
O=C(O)CN(Cc1ccccc1)S(=O)(=O)c1ccc(F)cc1	-12
Cc1ccccc1-c1coc2cc(O)ccc2c1=O	-10
Cc1c(Cl)cccc1NC(=O)CN1CCN(CCO)CC1	-22
Cc1oc(-c2ccccc2)cc1C(=O)Nc1cccc(C(=O)O)c1	-19
COc1cccc(CN2CCN(C(=O)c3ccco3)CC2)c1OC	15
COc1ccc(NC(=O)Cc2ccc(Cl)cc2)cc1NC(=O)c1ccco1	-20
COC(=O)C1=C(C)N(C2CCCC2)C(=O)C1(NC(C)=O)C(F)(F)F (stereo not drawn)	-22
CCOc1cc2c(cc1C(C)(C)C)NC(=O)CS2	9
CC(C)n1c(-c2ccc(N(C)C)cc2)nc2ccccc21	-11
CCN(CC)CCn1c2ccccc2c2nc(C)sc21	0
Cc1ccc(S(=O)(=O)NC(=O)NCc2ccccn2)cc1	-21
COc1ccc(C(=O)NCc2cccnc2)cc1S(=O)(=O)N1CCOCC1	2
c1cncc(-c2nnc(SCc3nc4ccccc4[nH]3)o2)c1	-16
O=c1[nH]c2ccc(Br)cc2c(-c2ccccc2)c1N1CCOCC1	10
O=C(O)c1c[nH]c2ccc(S(=O)(=O)N3CCN(c4ccc(F)cc4)CC3)cc2c1=O	10
Cc1ccc(N2C(=O)c3oc4ccccc4c(=O)c3C2c2cccc(O)c2)nc1 (stereo not drawn)	6
COC(=O)COc1ccc(C(=O)OC)cc1	-8
CCN(CC)S(=O)(=O)c1ccc(NC(=O)CN(c2cccc(F)c2)S(C)(=O)=O)cc1	-7
COc1ccc(CCNc2oc(COc3ccc(F)cc3)nc2C#N)cc1	12
COC(=O)C1=CN(C(C)C)C=C(C(=O)OC)C1c1cc2c(cc1Br)OCO2	-10
S=c1oc(-c2ccncc2)nn1CCc1ccncc1	-22
O=C(OCCCCN1C(=O)c2ccccc2C1=O)c1n[nH]c2ccccc12	-1
CCn1nc(NS(=O)(=O)c2ccccc2)c2cc3cccc(C)c3nc21	0

# Arranged by SMILES length (descending): part of the list above.
canonical_smiles	E coli WT inh
O=C(O)c1c[nH]c2ccc(S(=O)(=O)N3CCN(c4ccc(F)cc4)CC3)cc2c1=O	10
O=C(OCCCCN1C(=O)c2ccccc2C1=O)c1n[nH]c2ccccc12	-1
O=c1[nH]c2ccc(Br)cc2c(-c2ccccc2)c1N1CCOCC1	10

# Following part
canonical_smiles	E coli WT inh
COc1ccc(CCN(C)CCCC(C#N)(c2cc(OC)c(OC)c(OC)c2)C(C)C)cc1OC (stereo not drawn)	-2
Cc1nc2sc(C#N)c(N)c2c2c1CCCC2	0
O=C(NCc1nnc(SCC(=O)N2CCCCCC2)o1)c1ccco1	6
CS(=O)(=O)N(CC(=O)Nc1cccnc1)c1ccc2c(c1)OCO2	-23
CCOC(=O)C1=C(c2ccccc2)Nc2ncnn2C1c1cccc(OC)c1OC (stereo not drawn)	-20
COc1ccc(-c2nc(CSCC(=O)N3CCc4ccccc4C3)c(C)o2)cc1OC	2
CCCCc1nc2n[nH]c(N)c2c2c1CCCC2	20
CCOC(=O)c1cccc(NC(=O)c2cccs2)c1	-15
c1ccc(-c2nc3cnccn3c2Nc2ccc3c(c2)OCCO3)cc1	2
CC[C@]1(O)CC2CN(CCc3c([nH]c4ccccc34)[C@@](C(=O)OC)(c3cc4c(cc3OC)N(C=O)[C@H]3[C@@](O)(C(=O)OC)[C@H](OC(C)=O)[C@]5(CC)C=CCN6CC[C@]43[C@@H]65)C2)C1 (stereo partly drawn)	15
CC(C)(C)c1cc(NC(=O)C2CCCO2)no1 (stereo not drawn)	-13
Cc1csc(NC(=O)C2CCCO2)n1 (stereo not drawn)	5
O=C(NCCN1CCOCC1)c1c(F)c(F)c(F)c(F)c1F	-16
Cc1nc(NC(=O)C2CC3CCCC(C2)C3=O)sc1C (stereo not drawn)	-9
Cc1ccc(-c2nn3c(C)nnc3s2)cc1N	-5
CCOc1cc(C2/C(=C(/O)c3ccc(OC(C)C)cc3)C(=O)C(=O)N2CCCOC)ccc1O (stereo not drawn)	0
O=C(OCC#CCSc1nnc(-c2ccncc2)o1)c1cccs1	-3
CCCC(=O)Nc1ccccc1NC(=O)CCC	-4
CC(=O)c1nc(N2C(=O)C3CC=C(C)CC3C2=O)sc1C (stereo not drawn)	-11
COc1ccc(N=C2SC(C(=O)O)CC(=O)N2Cc2ccc(OC)c(OC)c2)cc1 (stereo not drawn)	-18
Cc1cc2ncn(C(=O)N3CCOCC3)c2cc1C	-4
O=c1c(-c2ccccc2)coc2c(CN3CCOCC3)c(O)ccc12	5
CCOc1ccccc1NC(=O)N1C2CCCC1CC(NC(=O)C1CC1)C2 (stereo not drawn)	0
CSc1nc2ccc(S(=O)(=O)N3CCc4ccccc43)cc2s1	-18
O=C(Nc1ccncc1)c1cc2ccccc2o1	-5
Cn1nnc2cc(C(=O)N3CCCCCC3)ccc21	-5
O=C(Nc1ccc2c(c1)OCO2)c1nn(-c2ccccc2)c(=O)c2ccccc12	2
COc1ccc(OC)c(S(=O)(=O)N2CCC(C(=O)NCc3ccccc3OC)CC2)c1	4
CCCn1c(CCC(=O)O)ccc1-c1ccc(F)cc1	-22
Cc1cc(N2C(=O)C(O)=C(C(=O)c3ccco3)C2c2cccnc2)no1 (stereo not drawn)	-7
CCCCCn1c(=O)[nH]c2cc(C(=O)NCCCN3CCCCC3)ccc2c1=O	-3
O=C(Nc1nc2ccc(S(=O)(=O)N3CCCC3)cc2s1)C1CCCO1 (stereo not drawn)	-6
COC(=O)c1[nH]c2ccc(C)cc2c1NC(=O)CN1CCCc2ccccc21	3
CC1CN(c2cc3nccnc3cc2F)CC(C)O1 (stereo not drawn)	-17
O=c1[nH]c(N2CCc3ccccc3C2)nc2c1CCCC2	-24
CCN(CC(=O)Nc1ccc(S(N)(=O)=O)cc1)S(=O)(=O)c1cc(C)ccc1OC	-6
CCOCC(=O)Nc1nnc(C2CCCCC2)s1	-21
COc1ccc(Oc2c(C)oc3cc(OC(=O)N4CCOCC4)ccc3c2=O)cc1	8
CCOC(=O)Cc1nnc2c(Nc3ccccc3F)nc3nonc3n12	6
CC(C)n1c(CN2CCN(C)CC2)nc2c1c(=O)n(C)c(=O)n2C	-7
Cc1cccnc1NC(=O)C(C)Oc1ccccc1 (stereo not drawn)	-22
CCn1c(SCC(=O)N2CCN(c3ccc(Cl)cc3)CC2)nc2ccccc2c1=O	-7
O=C(NCCn1cccc1)c1cccc2ccccc12	-24
O=C(COc1ccc2c(c1)OCO2)Nc1ccc2c(c1)oc1ccccc12	-14
COc1ccc(N2CCN(c3nc(NCCc4ccc(OC)c(OC)c4)nc(OC)n3)CC2)cc1	-26
C=CCn1c(SCc2ccccc2C#N)nnc1-c1ccccc1O	-9
O=C(CSc1nc2ccccc2n1CC(=O)N1CCCC1)Nc1nccs1	-3
CCC(CC)C(=O)NCc1ccccc1Cl	-17
CNc1ccc(C(O)(C(F)(F)F)C(F)(F)F)cc1C(O)(C(F)(F)F)C(F)(F)F	-1
NC(=O)CSc1nnc(-c2cc3ccccc3o2)n1Cc1ccccc1	-8
Nc1cc(N)nc(SCc2cccnc2)n1	-16
CC(=O)Nc1ccc(N=Cc2nc(-c3ccc(C)cc3)oc2O)cc1	0
Cn1c(=O)c2cc(S(=O)(=O)N3CCC(c4ccccc4)CC3)ccc2n(C)c1=O	-18
O=C(c1cccs1)n1nc(-c2ccccc2)nc1NCc1ccco1	-16
Cc1nc2ccc(S(=O)(=O)NC(C(=O)NCc3cccs3)C(C)C)cc2s1 (stereo not drawn)	6
O=C(CN1C(=O)c2ccccc2C1=O)Nc1ccccc1C(=O)N1CCCC1	6
CC(=O)Nc1ccc(S(=O)(=O)NC2(C(F)(F)F)NC(=O)N(C3CCCC3)C2=O)cc1 (stereo not drawn)	-19
CCOc1ccc(Oc2nc(NCC(C)C)nc(N(C)C)n2)nn1	-25
O=C1c2ccccc2S(=O)(=O)N1CC(O)Cn1c2ccccc2c2ccccc21 (stereo not drawn)	3
O=C(c1ccc(COc2c(F)c(F)c(F)c(F)c2F)o1)N1CCOCC1	6

# (more compounds)
canonical_smiles	E coli WT inh
O=S(=O)(NC1CCCCC1NS(=O)(=O)c1ccc(F)cc1)c1ccc(F)cc1 (stereo not drawn)	-7
O=C(CSc1nnc(-c2cccs2)n1-c1ccccc1)NCC1CCCO1 (stereo not drawn)	-16
COC(=O)c1[nH]c2c(c1C)C(=O)CC(c1ccccc1)C2 (stereo not drawn)	-11
O=c1c(F)cn(C2CCCO2)c(=O)n1Cc1c(F)cccc1Cl (stereo not drawn)	1
O=C(Nc1ccc(Cl)cc1C(=O)NCC1CCCO1)c1ccco1 (stereo not drawn)	-7
O=C(COc1cccc2ccccc12)N1CCN(c2ccccn2)CC1	-15
C[N+]1=C2CCCCCN2C(O)(c2ccccc2)C1 (stereo not drawn)	6
COc1ccc(C2CC(C(F)(F)F)n3nc(C(N)=O)c(Cl)c3N2)cc1OC (stereo not drawn)	-16
Cc1c(F)cccc1NS(=O)(=O)c1ccccc1C#N	-22
O=C(Nc1ccc(S(=O)(=O)NCc2ccccc2)cc1)Nc1ccc2c(c1)OCO2	-21
CN1CCN(C(=S)c2ccc(N(C)C)cc2)CC1	-7
CCC(Oc1ccccc1)C(=O)Nc1nnc(C)s1 (stereo not drawn)	-23
O=C(NCN1CCCCC1)c1cnccn1	8
COc1cccc(NC(=O)CSc2nnnn2C(C)C)c1	-2
COc1ccc(OC)c(NC(=O)Cn2cc(C#N)c3ccccc32)c1	-14
Cc1ccc(S(=O)(=O)N2CCN(C(=O)N3CCOCC3)C2C)cc1 (stereo not drawn)	3
Fc1ccc(CSc2nncn2NCc2ccc3c(c2)OCO3)cc1	-1
COc1ccc(/C=N/n2cc(-c3ccc(OC)cc3)nc2N)cc1	3
O=C(NCc1ccco1)c1cnc2n(c1=O)CCS2	9
N#Cc1c(NC(=O)CCn2cnc3ccccc3c2=O)oc(-c2ccccc2)c1-c1ccccc1	-21
Cn1c(=O)c2c(-c3ccccc3)n3c4ccccc4ncc3c2n(C)c1=O	-22
CCC1SC2=NC(C)=C(C(=O)OC)C(c3ccc(C)cc3)N2C1=O (stereo not drawn)	17
CS(=O)(=O)N(CC(=O)N1CCCCC1)c1ccc2c(c1)OCO2	-14
Cc1ccc(S(=O)(=O)N2CCN(c3nc(C(C)C)c4c(c3C#N)CC(C)(C)OC4)CC2)cc1	-2
c1ccc(Cn2c(-c3ccco3)nc3nc4ccccc4nc32)cc1	-14
Cc1cc(OC(=O)N2CCOCC2)cc(C)c1Cl	-8
CCOC(=O)c1cc(NC(=O)C2CCCO2)cc(C(=O)OCC)c1 (stereo not drawn)	-15
CCCCc1c(O)nc(SCCN(C)C)n(-c2ccccc2)c1=O	-2
CC(O)c1n(C)c(Cl)c[n+]1C (stereo not drawn)	-4
O=C(COc1ccc(Cl)cc1)Nc1ccccc1C(=O)NCc1ccco1	-18
C=CCn1c(SCC(=O)Nc2nc(C)cs2)nnc1C(CO)NC(=O)c1ccccc1 (stereo not drawn)	-18
CC(C)C(C(=O)Nc1ccc2c(c1)OCO2)N1C(=O)c2ccccc2C1=O (stereo not drawn)	2
COc1nc2ccc(C)cc2cc1-c1noc(-c2cccnc2)n1	-8
Cc1ccc(S(=O)(=O)N(C)c2ccc(NS(C)(=O)=O)cc2)cc1	6
CCCNC(=O)c1c(N)n(-c2ccc3c(c2)OCO3)c2nc3ccccc3nc12	-9
O=C(C1Cc2ccccc2CN1S(=O)(=O)c1cccs1)N1CCCCC1 (stereo not drawn)	-12
COc1ccc(-c2nnn(CCc3nn[nH]n3)n2)cc1OC	7
C=C(C)Cn1c(N2CC(C)CC(C)C2)nc2c1c(=O)[nH]c(=O)n2C (stereo not drawn)	11

# Laid out differently: 2 of the compounds above.
compound: COc1nc2ccc(C)cc2cc1-c1noc(-c2cccnc2)n1
  E coli WT inh = -8
compound: Cc1ccc(S(=O)(=O)N(C)c2ccc(NS(C)(=O)=O)cc2)cc1
  E coli WT inh = 6

# Single entries from the results shown.
# CCOC(=O)c1cc(NC(=O)C2CCCO2)cc(C(=O)OCC)c1 (stereo not drawn) – E coli WT inh: -15
# Cc1csc(SCC(=O)Nc2ccccn2)n1 – E coli WT inh: -17
# O=c1c(-c2ccccc2)coc2c(CN3CCOCC3)c(O)ccc12 – E coli WT inh: 5
# CCOC(=O)c1cnc2c(C(=O)OC)cccc2c1NCc1ccco1 – E coli WT inh: -26
# Cc1ccc(S(=O)(=O)NC(=O)NCc2ccccn2)cc1 – E coli WT inh: -21
# CC(C)(C)c1cc(NC(=O)C2CCCO2)no1 (stereo not drawn) – E coli WT inh: -13
